Xi reactivation = X-chromosome reactivation activator; activation, % at 7.58 µM; XiGFP mouse fibroblasts, % GFP-positive cells imaging, 3 d; cells co-treated with 5-aza-dC sensitizer; scaled so ellipticine positive control = 100%; 0.055% of 360,000 active;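 active = mean normalized replicate activation at least 10% and every replicate at or above 10%; inconclusive = only one of the two criteria met; inactive = mean below 10% and not all replicates reach 10%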;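 note: 0% = median of on-plate neutral control wells and 100% = ellipticine 6 µM median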
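Assay system – SV40-immortalized XiGFP fibroblast cells, line 68-5-11 · Buffer or medium – DMEM supplemented with 5-aza-dC as sensitizing agent · Dosing – one concentration, pinned · Benchmarks – positive control ellipticine, 6 µM final · Times – 3 days compound exposure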
ERp5 inh = blocks human ERp5 reductase activity on insulin; Q15084; ERp5 insulin aggregation, absorbance 650 nm, 90 min; inhibition, % at 9.99 µM; 0.05% of 350,000 active; AID 651711;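 active = mean replicate inhibition above about 25%, with every replicate also reaching it, limit read from the data, passing the limit was not always enough; inconclusive = only one of those two criteria met; inactive = neither criterion met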
Target sequence (Q15084 whole entry, looked up): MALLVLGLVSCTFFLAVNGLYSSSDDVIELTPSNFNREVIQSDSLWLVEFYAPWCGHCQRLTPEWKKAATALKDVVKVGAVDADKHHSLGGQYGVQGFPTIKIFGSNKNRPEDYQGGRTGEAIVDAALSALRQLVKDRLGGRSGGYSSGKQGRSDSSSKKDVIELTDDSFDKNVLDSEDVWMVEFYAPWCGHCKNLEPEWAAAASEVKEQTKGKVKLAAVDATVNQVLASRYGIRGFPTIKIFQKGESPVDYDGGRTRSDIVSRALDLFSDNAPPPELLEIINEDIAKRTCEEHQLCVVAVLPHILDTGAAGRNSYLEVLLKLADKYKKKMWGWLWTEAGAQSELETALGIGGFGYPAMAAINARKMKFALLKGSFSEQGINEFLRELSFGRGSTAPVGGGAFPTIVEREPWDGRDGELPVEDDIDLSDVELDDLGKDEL
PAX8 inh HTS = lowers PAX8-driven luciferase in RMG-I cells | RMG-I TPO-luciferase reporter, SteadyGlo, 24 h | inhibition, % at 12.6 µM | 1.2% of 360,000 active | AID 652154;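 active = mean replicate inhibition at least 60% with every replicate also reaching 60%; inconclusive = only one of the two criteria is met; inactive = mean below 60% and not all replicates reaching 60%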;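 note: luciferase light reporting Pax8 driven TPO promoter activity; plate controls were median of neutral control wells for no effect and mitoxantrone controls for full effect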
DENV2 CPE = inhibitors of DENV2 cytopathic effect; DENV2-infected cells, cytopathic effect rescue, plate reader; 1.7% of 350,000 active; AID 651640; CPE inhibition, % at 9.99 µM; in the data active = CPE inhibition above about 20%, passing the limit was not always enough; inconclusive = no clear call, values can overlap the other calls; tested in BHK-21 cells;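 note: 0% = median of neutral control wells and 100% = median of positive control wells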
GSIS activator = primary screen for activators of insulin secretion dependent on glucose, INS-1E cells, GLuc reporter luminescence; 0.61% of 370,000 active; AID 743287; activation, % at 16.6 µM; INS-1E GLuc reporter insulin secretion, 2-3 h;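 active = lowest replicate activation of at least 40%, so every replicate reaches that level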;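 note: 0% = median of neutral control wells and 100% = median of IBMX positive control wells; some compounds called inactive have numbers as strong as hits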
F508del corr = CFTR F508del correction in bronchial cells | CFBE cells, YFP halide quenching; stimulated with forskolin plus potentiator P3; % fluorescence drop versus neutral controls | activity (quench increase), % at 7.58 µM | 0.36% of 350,000 active | AID 720511;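 active = mean added fluorescence quench of at least 8% versus neutral control, with both replicates also reaching 8%; inconclusive = only one of the mean or replicate conditions met; inactive = mean below 8% and not both replicates reaching 8%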;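 note: cells transiently co-express mutant CFTR-F508del with the halide-sensitive YFP; corrector assay measuring rescue of mutant channel to the surface after 24 h compound exposure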
ARNT-TACC3 inh = disruptors of human ARNT/TACC3 interaction. AlphaScreen His-ARNT PAS-B/GST-TACC3 binding, luminescence; TACC3 fragment carries E629A point mutation. inhibition, % at 9.99 µM. 0.66% of 390,000 active. AID 623870;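 active = mean inhibition of replicates at least 50% and at least half of replicates each reaching 50%; inconclusive = half or more replicates reach 50% but mean below 50%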;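 note: 0% = complete ARNT plus TACC3 wells and 100% = ARNT alone without TACC3; many hits fall short of the cut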
EWS-Fli block = blocks EWS/Fli oncoprotein-driven transcription | A673 NR0B1-luciferase reporter, viability-normalised | inhibition, % at 12.6 µM | 0.67% of 350,000 active;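 active = mean inhibition of at least 50% after viability correction, with every replicate also passing that limit; inconclusive = mean reaches 50% but only one of two replicates passes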;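 note: firefly luciferase signal divided by Alamar Blue viability fluorescence both relative to DMSO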
The depositor's hits bear a star; ? = inconclusive; · = not tested or not shown.

SMILES	Xi reactivation	ERp5 inh	PAX8 inh HTS	DENV2 CPE	GSIS activator	F508del corr	ARNT-TACC3 inh	EWS-Fli block
C[C@@H]1CN([C@H](C)CO)C(=O)c2ccccc2-c2ccccc2CO[C@@H]1CN(C)C(=O)Nc1ccc2c(c1)OCO2	-0.1	-4	-12	-1	15	0.9	3	-9
Cc1nc(N2CCOCC2)nc(Oc2ccccc2F)c1[N+](=O)[O-]	0.5	-3	5	-11	-12	1.4	13	22
COC(=O)[C@H](Cc1ccccc1)N1CC2=C[C@@H](C3CC3)n3c(=O)n(C)c(=O)n3[C@H]2[C@@H]1[C@@H](O)Cc1ccccc1	·	0	16	-2	·	4.2	8	0
Cc1ccc2c(=O)cc(C(=O)NCc3ccccc3)oc2c1C	0.2	0	23	7	7	-0.3	-2	8
Cc1ccc(C)c(OCC(=O)NNC(=O)CCN2CCN(c3ccccc3)CC2)c1	0.2	-2	16	5	5	1.6	1	2
CC(C)Oc1ccc(S(=O)(=O)N2CCOCC2)cc1NC(=O)c1ccc(Cl)c(S(=O)(=O)N2CCOCC2)c1	0.0	11	5	16	3	-3.3	·	9
Cn1cnnc1SCC(=O)Nc1nc(-c2ccc(F)cc2)cs1	0.0	2	-1	?	15	0.6	2	-27
CCOC(=O)c1c(NC(=O)COC(=O)Cn2c(C)nc3ccccc32)sc2c1CCCC2	0.0	·	-14	·	9	·	0	·
C[C@@H](NC(=O)C[C@@H]1C=C[C@@H](NC(=O)Nc2ccc3c(c2)OCO3)[C@H](CO)O1)c1ccccc1	0.3	-4	-2	13	-4	3.0	-10	4
Cc1ccc(Cc2c(-c3ccccc3)nc3c(C)cc(Br)cn23)cc1	0.0	-7	15	-6	-7	1.4	·	3
CCC(Oc1ccccc1OC)C(=O)N1CC(=O)Nc2ccccc21 (stereo not drawn)	0.0	-5	2	-6	20	4.5	-9	-7
Cc1ccccc1OCc1nc2ccccc2c(=O)n1/N=C/c1cn[nH]c1-c1ccccc1	0.4	·	-44	·	-1	·	-5	·
CC(=O)N1CCN(S(=O)(=O)c2cccc(C(=O)OCC(=O)N(Cc3ccccc3)C(C)(C)C)c2)CC1	0.2	3	7	-1	-16	0.8	6	5
CN1C(=O)c2cc(NC(=O)Nc3ccc(F)cc3)ccc2OC[C@H]2O[C@H](CC(=O)NC3CCC3)CC[C@H]21	0.4	1	-6	?	1	0.1	·	21
Cc1ccc(NC(=O)CSc2nnc(-c3n[nH]c4ccccc34)n2-c2ccccc2)c(C)c1	-0.2	·	27	·	6	·	2	·
CCCNC(=O)c1oc2ccc3c(c2c1C)C=CC(C)(C)O3	0.1	-1	-156	?	·	-0.1	9	-82
O=C(/C=C/c1ccc(S(=O)(=O)N2CCOCC2)cc1)N1CCCCC1	-0.1	-4	-2	4	4	-3.7	0	3
O=C(OCc1ccccn1)c1ccc(COc2ccc3ccccc3c2)o1	-0.1	0	-126	1	4	-0.4	-5	-75
COc1ccc(NC(=O)C2(C)Cc3c(-c4ccc5c(c4)OCO5)ccnc3O2)cc1OC (stereo not drawn)	0.1	-3	18	1	-29	-0.3	·	2
Cc1cccc(OCC(=O)Nc2ccc(S(=O)(=O)Nc3ccccn3)cc2)c1	-0.1	-2	1	2	-29	2.5	-9	7
C[C@H](CO)N1C[C@H](C)[C@H](CN(C)S(=O)(=O)c2ccccc2C#N)OCc2cn(nn2)CCCC1=O	-0.3	2	-8	-8	8	-2.6	·	-1
O=C(CCC(=O)N1CCCCCC1)Nc1ccc([N+](=O)[O-])cc1	0.2	7	-2	-8	5	-0.8	-7	0
COCc1cc(CN2CCCC(C(=O)Nc3ccc(-c4ccco4)cc3)C2)ccc1OC (stereo not drawn)	0.0	1	8	9	-1	2.3	27	-13
C[C@H](CO)N1C[C@H](C)[C@H](CN(C)S(=O)(=O)c2cn(C)cn2)OCCCC[C@H](C)Oc2ccc(N(C)C)cc2C1=O	0.0	0	-11	1	-7	-4.9	14	0
CC(C)NC(=O)Nc1cccc2c1O[C@@H](CN(C)S(=O)(=O)c1ccccc1)[C@H](C)CN([C@@H](C)CO)C2=O	-1.1	-3	-16	-3	1	-2.9	-15	-7

The results go on.
SMILES	Xi reactivation	ERp5 inh	PAX8 inh HTS	DENV2 CPE	GSIS activator	F508del corr	ARNT-TACC3 inh	EWS-Fli block
CCOc1ccc(-c2nnc(SCC(=O)N3CCCC3)o2)cc1	0.4	1	-29	-2	10	0.3	16	-78
O=C(N/N=C/c1cccc2ccccc12)c1ccc(CN2CCOCC2)cc1	0.4	4	13	1	25	1.1	10	-11
Cc1ccc(S(=O)(=O)N(C)C)cc1NC(=O)COC(=O)CNC(=O)C12CC3CC(CC(C3)C1)C2	0.0	-2	-98	-1	-19	-0.5	·	-11
COc1cccc(C#Cc2ccc3c(c2)[C@H]2[C@H](CCN2S(=O)(=O)c2ccccc2)[C@H](CO)N3)c1	0.2	-5	0	9	-22	-0.8	1	-12
C=CCn1c(O)c(N=NC(=S)Nc2ccccc2F)c2cc(S(=O)(=O)N3CCOCC3)ccc21	1.2	-8	49	3	-12	-1.8	-1	35
C[C@@H]1CCCCO[C@H](CN(C)C(=O)c2ccccc2)[C@@H](C)CN([C@@H](C)CO)C(=O)c2cc(NC(=O)CCC(F)(F)F)ccc2O1	0.1	-9	11	-3	-29	-0.1	-6	-6
CCOc1ccc(NC(=O)CCSc2ccc3ccccc3n2)cc1	0.0	7	42	-10	20	-0.8	-4	-21
CC(=O)Nc1ccc(S(=O)(=O)N2CCC(C(=O)Nc3nccs3)CC2)cc1	0.2	6	-1	-5	-8	-1.7	9	2
Cc1ccc(N(C(C)C(=O)O)S(=O)(=O)c2c(C)[nH]c(=O)[nH]c2=O)cc1 (stereo not drawn)	0.1	-3	7	-3	6	1.2	·	-6
Cc1cc(NC(=O)c2c(-c3c(Cl)cccc3Cl)noc2C)n(C)n1	?	3	22	15	9	-2.7	-2	-4
NNC(=S)NCc1cccnc1	0.1	·	-14	·	20	·	1	·
COCC#Cc1cnc2c(c1)C(=O)N([C@H](C)CO)C[C@H](C)[C@H](CN(C)Cc1ccccc1F)O2	-0.2	7	·	-15	22	-0.4	3	3
CCC(=O)Nc1ccc2c(c1)C(=O)N(C)C[C@@H](OC)[C@@H](C)CN(Cc1ccccc1)[C@H](C)CO2	-0.2	6	·	5	-1	-6.6	-3	-1
COc1ccc(CN(C)C[C@H]2Oc3c(NC(=O)c4ccc(-c5nccs5)cc4)cccc3C(=O)N([C@H](C)CO)C[C@H]2C)cc1	-0.6	-3	-6	-2	-10	1.7	-2	-9
C[C@H](CO)N1C[C@H](C)[C@@H](CN(C)Cc2ccc(-c3ccccc3)cc2)Oc2ncc(C#CCN(C)C)cc2C1=O	-0.7	-1	·	?	5	-3.3	2	8
C[C@@H]1CCCCO[C@@H](CN(C)C(=O)CCC(F)(F)F)[C@@H](C)CN([C@H](C)CO)C(=O)c2cc(NS(=O)(=O)c3ccccc3)ccc2O1	-0.7	-1	-7	9	-4	-1.6	-9	-3
COCCCNc1ncnc2nc[nH]c12	0.2	7	-2	-3	9	-0.1	-4	3
O=C1NC[C@@H](CCCCN2CCN(CCC3CCCCC3)C(=O)C2=O)N(CC2CCCCC2)C1=O	0.0	2	9	6	-9	-1.9	·	-5
CC(C)=CCCC(C)CN1CCC(n2nccc2NC(=O)c2ccccc2)CC1 (stereo not drawn)	-0.1	4	14	-3	-10	-0.1	2	·
Cc1ccc(CNc2cnccn2)s1	0.0	4	-5	-4	-2	2.8	8	-11
N#C[C@H]1[C@@H](c2ccc(C3=CCCCC3)cc2)[C@H](CO)N1C(=O)NC1CCCC1	0.0	-4	-14	10	2	-0.3	·	-3
CC1CCCCN1C(=O)c1ccc(OC2CCN(S(=O)(=O)N(C)C)CC2)cc1 (stereo not drawn)	-0.1	-5	2	?	-17	-2.4	-3	3
O=C(Nc1ccc(Cl)cc1)N1CCC(c2ccccc2)C1 (stereo not drawn)	0.0	4	-151	1	-32	1.5	-3	-61
CC(C)NC(=O)c1c(O)c2cccc3c2n(c1=O)CCC3	0.3	-4	4	-3	60	-0.4	-6	-4
COC(=O)c1ccc(N2CCN(c3ccccc3)CC2)c(N)c1	0.0	1	-34	-7	-6	0.7	-8	-11

Reformatted as labelled records: 2 of the compounds above.
CC1CCCCN1C(=O)c1ccc(OC2CCN(S(=O)(=O)N(C)C)CC2)cc1 (stereo not drawn)
  Xi reactivation = -0.1; ERp5 inh = -5; PAX8 inh HTS = 2; DENV2 CPE = ?; GSIS activator = -17; F508del corr = -2.4; ARNT-TACC3 inh = -3; EWS-Fli block = 3

COc1ccc(CN(C)C[C@H]2Oc3c(NC(=O)c4ccc(-c5nccs5)cc4)cccc3C(=O)N([C@H](C)CO)C[C@H]2C)cc1
  Xi reactivation = -0.6; ERp5 inh = -3; PAX8 inh HTS = -6; DENV2 CPE = -2; GSIS activator = -10; F508del corr = 1.7; ARNT-TACC3 inh = -2; EWS-Fli block = -9

Further records.
SMILES	Xi reactivation	ERp5 inh	PAX8 inh HTS	DENV2 CPE	GSIS activator	F508del corr	ARNT-TACC3 inh	EWS-Fli block
COc1ccc(C(=O)CC(=O)C(=O)Nc2cc(OC)c(OC)c(OC)c2)cc1	0.3	5	-23	11	1	-2.3	17	7
CN1CCN(C(=O)c2ccc(-c3ccc(F)c(F)c3)c3ccoc23)CC1	0.0	0	15	4	3	5.0	·	3
CS(=O)(=O)N1CCCC(C(=O)Nc2ccc(F)cc2)C1 (stereo not drawn)	0.1	-1	13	-3	-4	2.0	-3	7
CCOc1cc(/C=C/C(=O)Nc2ccc(C(=O)NCCN(CC)CC)cc2)ccc1OCC(C)C	1.4	3	78*	-1	68*	-11	24	55*
CC(=O)c1cccc(NC(=O)C23CC4CC(C2)CC(n2cncn2)(C4)C3)c1	0.0	·	2	·	1	·	-2	·
CN(C)c1ncc(S(=O)(=O)c2ccccc2)c(=O)[nH]1	0.1	1	16	-7	0	1.0	-5	-1
CC(C)NC(=O)N(C)C[C@@H]1Oc2ccc(NC(=O)NC3CCCCC3)cc2C(=O)N([C@H](C)CO)C[C@@H]1C	-0.1	-5	·	-4	4	-0.3	4	0
CCc1nnc(NC(=O)CCC(=O)N2CCC(Cc3ccccc3)CC2)s1	0.0	·	-1	-4	2	-1.2	7	5
CC(C)CC#Cc1cnc2c(c1)C(=O)N([C@H](C)CO)C[C@@H](C)[C@H](CN(C)Cc1cccc(F)c1)O2	-0.3	2	·	-24	-6	-2.9	-6	5
C[C@@H]1CN([C@@H](C)CO)C(=O)c2cc(NC(=O)NC3CCCCC3)ccc2O[C@@H]1CN(C)C	-0.8	-2	-20	-1	14	2.2	-6	3

Arranged by SMILES length (high to low): part of the list above
SMILES	Xi reactivation	ERp5 inh	PAX8 inh HTS	DENV2 CPE	GSIS activator	F508del corr	ARNT-TACC3 inh	EWS-Fli block
CC(=O)N1CCN(S(=O)(=O)c2cccc(C(=O)OCC(=O)N(Cc3ccccc3)C(C)(C)C)c2)CC1	0.2	3	7	-1	-16	0.8	6	5
COc1ccc(C(=O)CC(=O)C(=O)Nc2cc(OC)c(OC)c(OC)c2)cc1	0.3	5	-23	11	1	-2.3	17	7
Cc1ccc(Cc2c(-c3ccccc3)nc3c(C)cc(Br)cn23)cc1	0.0	-7	15	-6	-7	1.4	·	3
CCOc1ccc(NC(=O)CCSc2ccc3ccccc3n2)cc1	0.0	7	42	-10	20	-0.8	-4	-21
O=C(Nc1ccc(Cl)cc1)N1CCC(c2ccccc2)C1 (stereo not drawn)	0.0	4	-151	1	-32	1.5	-3	-61

Compound activity: PubChem, Broad Institute

Outcome played no part in choosing rows. Share with any hit: about 4.2%.
